High-throughput results from PubChem.
CHO parental Ca: counter-screen: ATP calcium response change in parental CHO cells | AID 463079 | actives 0.63% (n = 330,000) | parental CHO-K1, ATP-induced calcium, Fluo-8 fluorescence | inhibition, % at 5.6 µM;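 active means inhibition above that plate's mean sample inhibition plus 3 SD, cut at about 26% in these data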;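 further: 0% = ATP-challenged DMSO wells and 100% = DMSO wells without ATP; some compounds past the cut are filed as inactive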
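Test system: parental CHO cells; detection: calcium-sensitive Fluo-8 fluorescence; evaluation: percent inhibition of calcium signal; also added: ATP as calcium-mobilizing challenge; repeats: one well per compound; control set: ATP-challenged DMSO wells low, unchallenged DMSO wells high; compound: single nominal dose of 5.6 µM per compound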
CHRM1 PAM: positive allosteric modulators of human M1 muscarinic receptor | CHO-K1 hM1, Fluo-8 calcium fluorescence, ACh EC20; 0% = ACh EC20, 100% = maximal ACh | activation, % at 3 µM | actives 0.088% (n = 360,000) | AID 588819; in the data active means activation above about 19%, passing the limit was not always enough
M1 ag parental: nonselective activator or artifact in parental CHO-K1 cells | Fluo-8 calcium fluorescence; scaled to maximal ATP response, vehicle zero | activation, % at 3 µM | actives 0.48% (n = 360,000); in the data active means activation above about 15%;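 further: untransfected CHO-K1 host cells lacking M1 receptor as counterscreen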
CHRM1 agonist: activates human CHRM1 receptor. CHO-K1 hM1, Fluo-8 calcium fluorescence, agonist mode; 0% DMSO, 100% acetylcholine EC100. activation, % at 3 µM. AID 588814. actives 0.33% (n = 360,000). P11229;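 active means activation above the run's mean compound activation plus 3 SD, cut at about 16% in these data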;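 further: peak over basal fluorescence ratio within a 140 s kinetic read after compound addition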
M1 antag: blocks human M1 muscarinic receptor. AID 588852. P11229. actives 1.3% (n = 360,000). CHO-K1 hM1, Fluo-8 calcium fluorescence, ACh EC80 antagonist. inhibition, % at 3 µM;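 active means percent inhibition above its own plate's cutoff, namely the mean of that plate's compound wells plus 3 SD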;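 further: peak over basal fluorescence ratio during 140 s after agonist addition; 0% = ACh EC80 plus DMSO and 100% = DMSO alone without agonist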
CHO-K1 Ca antag: counter-screen for M1 antagonists: effect in parental CHO-K1 cells; inhibition, % at 3 µM; actives 0.6% (n = 360,000); ATP-induced calcium, Fluo-8 fluorescence;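 active means inhibition above a per-plate cutoff, the plate's mean sample inhibition plus 3 SD, cut at about 24% in these data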;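 further: 0% = DMSO plus EC80 ATP and 100% = DMSO alone without ATP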
CHRM4 agonist: CHRM4 agonism in calcium assay; P08173; actives 0.14% (n = 360,000); CHO-K1 hM4/Gqi5, Fluo-8 calcium fluorescence; vehicle 0%, full acetylcholine response 100%; activation, % at 3 µM;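 active means activation above the run mean over all test wells plus 3 SD, cut at about 32% in these data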;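 further: peak over basal fluorescence ratio per well then scaled between controls; 0% = DMSO wells and 100% = acetylcholine at EC100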
Target sequence (P08173 whole entry, looked up): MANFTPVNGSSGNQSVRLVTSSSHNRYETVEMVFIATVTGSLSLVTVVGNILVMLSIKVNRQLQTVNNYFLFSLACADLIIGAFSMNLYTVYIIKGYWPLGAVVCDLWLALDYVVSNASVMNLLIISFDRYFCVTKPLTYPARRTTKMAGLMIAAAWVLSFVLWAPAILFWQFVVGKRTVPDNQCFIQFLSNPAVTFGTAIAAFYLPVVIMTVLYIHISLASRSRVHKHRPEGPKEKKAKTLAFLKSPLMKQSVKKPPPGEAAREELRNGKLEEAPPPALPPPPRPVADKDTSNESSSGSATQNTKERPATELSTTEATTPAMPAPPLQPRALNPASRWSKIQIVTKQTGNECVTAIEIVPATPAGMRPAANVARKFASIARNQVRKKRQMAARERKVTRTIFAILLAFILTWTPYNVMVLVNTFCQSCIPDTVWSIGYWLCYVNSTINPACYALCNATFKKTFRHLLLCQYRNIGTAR
M4 antag: CHRM4 antagonism in calcium assay | P08173 | CHO-hM4 cells, ACh EC80, Fluo-8 calcium fluorescence | inhibition, % at 3 µM | actives 0.73% (n = 360,000);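 active means inhibition above its plate's cutoff, the mean inhibition of sample wells plus 3 SD, cut at about 27% in these data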;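 further: 0% = acetylcholine EC80 with DMSO and 100% = DMSO without agonist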
OXTR potentiate: human OXTR potentiation | P30559 | CHO-OTR cells, Fluo-8 calcium fluorescence, potentiator mode; 0% = oxytocin EC15, 100% = EC100 | actives 0.061% (n = 320,000) | activation, % at 3 µM;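 active means activation above that plate's cutoff, the mean activation of tested compounds plus 3 SD, cut at about 6.6% in these data, passing the limit was not always enough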;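 further: 100% uses oxytocin at 75 nM as the full agonist control; some results filed as inactive read as strong as hits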
Target sequence (P30559 whole entry, looked up): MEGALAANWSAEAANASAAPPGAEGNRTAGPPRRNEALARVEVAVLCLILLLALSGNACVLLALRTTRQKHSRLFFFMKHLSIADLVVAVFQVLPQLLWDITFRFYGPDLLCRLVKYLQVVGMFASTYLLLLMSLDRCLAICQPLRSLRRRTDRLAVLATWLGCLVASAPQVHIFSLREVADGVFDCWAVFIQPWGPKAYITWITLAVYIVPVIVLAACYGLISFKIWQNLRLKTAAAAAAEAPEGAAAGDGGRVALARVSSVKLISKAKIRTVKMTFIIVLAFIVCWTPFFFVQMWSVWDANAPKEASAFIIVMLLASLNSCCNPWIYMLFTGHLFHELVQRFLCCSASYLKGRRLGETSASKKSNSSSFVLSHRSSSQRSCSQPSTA
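Dosing: Single dose, 3.0 µM nominal final compound concentration | Material: Human OTR in CHO cells | Technique: Kinetic Fluo-8 calcium fluorescence | Benchmarks: EC15 oxytocin alone as 0%, 75 nM oxytocin as 100% | Probe or stimulus: Oxytocin at about EC15, sub-maximal agonist stimulus | Incubation: Compound 6 min at room temperature before oxytocin, 100 s read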
An asterisk follows results filed as active; . = not tested or not shown.

SMILES | CHO parental Ca | CHRM1 PAM | M1 ag parental | CHRM1 agonist | M1 antag | CHO-K1 Ca antag | CHRM4 agonist | M4 antag | OXTR potentiate
O=C(Nc1nc2ccccc2n1CCN1CCCC1)c1ccc(Cl)cc1 | -19 | 0 | -0.2 | -9 | -13 | -6 | 1 | 1 | -3
O=C(O)CCCCCN1C(=O)C(O)=C(C(=O)/C=C/c2ccccc2)C1c1ccccc1[N+](=O)[O-] (stereo unspecified) | 7 | 14 | 0.1 | -9 | -16 | -4 | 1 | 1 | -2
CC(NC(=O)c1cccc(S(=O)(=O)N2CCN(Cc3ccccc3)CC2)c1)c1ccccc1Cl (stereo unspecified) | . | -11 | 0.8 | -5 | 25 | 0 | 5 | 2 | .
COc1ccc(-c2noc(CCC(=O)N3CCN(c4cccc(OC)c4)CC3)n2)cc1 | -22 | -18 | 7.1 | 1 | 25 | 13 | 18 | -7 | .
Cc1cccc(C(=O)Nc2ccc(S(=O)(=O)N3CCOCC3)cc2)c1[N+](=O)[O-] | -5 | 8 | 3.0 | -6 | -14 | -10 | 4 | 1 | -8
COc1cccc(OC)c1C(=O)Nc1ccc(N2CCN(C(=O)c3cccs3)CC2)cc1 | -7 | 4 | 0.6 | -2 | -5 | 14 | 2 | 7 | -6
Cn1c(=NCC(O)COc2ccccc2)sc2ccccc21 (stereo unspecified) | -8 | -2 | 1.2 | -3 | -21 | -2 | 2 | -8 | -12
COc1ccc(CCC(N)=O)cc1OC | -12 | 3 | -0.1 | 0 | -18 | 7 | 1 | 21 | -11
CC1COC(Cn2c3ccccc3c3ccccc32)O1 (stereo unspecified) | -21 | 6 | 0.1 | -5 | -5 | -3 | -1 | -2 | 8
NC(=O)C(=O)N/N=C/c1cccc(C(F)(F)F)c1 | 4 | 15 | 0.1 | -5 | -20 | -9 | 2 | 4 | -8
Cc1cc(C(=O)COC(=O)c2ccc(O)cc2)c(C)n1CC1COc2ccccc2O1 (stereo unspecified) | -1 | 3 | 0.9 | -3 | 9 | 6 | 8 | 5 | -9
CC(C)n1ncc2c(C(=O)NCc3ccccc3CN(C)C)cc(C3CC3)nc21 | -23 | -9 | 0.4 | -8 | 16 | 3 | 2 | 2 | 4
COc1ccc(C(=O)NC(=S)Nc2ccc(Cl)cn2)cc1OC | 2 | 6 | 0.1 | -4 | -9 | -3 | 2 | -3 | -10
Cc1ccc(NS(=O)(=O)c2ccc3c(c2)oc(=O)n3C)cc1 | . | 4 | 1.4 | -1 | -11 | 2 | 3 | -2 | .
Cc1cc(SCC#N)n2nc(C)c(-c3ccc(Cl)cc3)c2n1 | -23 | 9 | 0.5 | -7 | -12 | -9 | -2 | -3 | -1
CN1CCN(CC(O)Cn2c3ccccc3c3ccccc32)CC1 (stereo unspecified) | -7 | -6 | 1.5 | -10 | -2 | -6 | 1 | 5 | -8
O=C(c1cc(Cl)ccc1O)N1CCN(S(=O)(=O)Cc2ccccc2)CC1 | -7 | 4 | 8.2 | 2 | -6 | -9 | 7 | -6 | -10
COc1ccc(CCN2C(=O)c3cccc4c(C(=O)N5CCCCC5)ccc(c34)C2=O)cc1OC | -19 | -6 | 8.6 | -3 | 10 | -1 | 13 | -3 | -5
COc1ccc(C(=O)NNC(=O)C(=O)/C=C(\O)c2ccc(C)cc2)cc1 | -17 | -9 | 0.1 | -3 | 17 | 0 | 1 | 7 | -21
Cc1ccnc(NS(=O)(=O)c2ccc(NS(=O)(=O)c3cccs3)cc2)n1 | 3 | 7 | -0.1 | -2 | 2 | 0 | 0 | -4 | -2
O=C(CC(Nc1cccc(Cl)c1Cl)C(=O)O)c1ccccc1 (stereo unspecified) | -6 | 7 | 0.2 | -3 | -8 | 0 | 1 | -7 | -7
CC(=O)OCCc1[nH]c2ccccc2c1C | -11 | 5 | 0.5 | -7 | -4 | 3 | 1 | 0 | -1
CCn1c(SCC(=O)NCCc2ccccc2)nnc1-c1cccs1 | -8 | 4 | 0.3 | -3 | -12 | 6 | 1 | 3 | -14
COc1cccc(NC(=O)N2CCN(C(=O)C(Cc3ccc(OC)c(OC)c3)NC(C)=O)CC2)c1 (stereo unspecified) | -6 | -1 | -0.1 | -4 | 0 | -17 | 0 | -3 | -4
CSc1ccc(CN2CCC(C)(Oc3ccccc3F)C2)cc1 (stereo unspecified) | . | -18 | 0.0 | -9 | 14 | 7 | 1 | -1 | .
CC12CCC(=O)N1C(C(=O)NCCN1C(=O)S/C(=C\c3ccccc3F)C1=O)CS2 (stereo unspecified) | -8 | -3 | 4.5 | -2 | -14 | -10 | 11 | -5 | -4
CC(=O)NC1CCN(CC(=O)Nc2cccc([N+](=O)[O-])c2)CC1 | -2 | 11 | 0.9 | -4 | -14 | -11 | 2 | -9 | -17
CCOC(=O)c1cnn(-c2cc(C)nc3c(-c4ccccc4)c(C)nn23)c1N | -6 | 9 | 2.2 | -4 | -8 | -16 | 0 | -13 | -3
CCOc1ccc(NC(=S)Nc2ccc(OC)cc2)cc1 | -3 | 6 | 0.8 | -8 | -4 | -5 | 1 | -6 | -8
CCCC12CN3CC(C)(CN(C1)C3c1ccc(OC(C)C)cc1)C2=O (stereo unspecified) | 0 | 5 | -0.2 | -4 | 2 | 13 | 0 | 3 | 0
CCOC(=O)c1cc(OC(=O)c2ccccc2)n(-c2ccccc2)n1 | -5 | -1 | 0.7 | -4 | 4 | -6 | 1 | 5 | -2
Cc1ccsc1/C=C1\SC(=S)N(CC2CCCO2)C1=O (stereo unspecified) | -7 | 5 | 0.8 | -6 | 0 | -10 | 1 | -9 | 0
CC(=O)c1c(C)[nH]c2ccccc2c1=O | 0 | 9 | 1.2 | -4 | -4 | -9 | 0 | 0 | -3
CCc1nnc(NC(=O)C2CSC3(C)CCC(=O)N23)s1 (stereo unspecified) | -3 | -3 | 0.2 | -3 | 13 | 3 | 0 | 1 | -15
COc1ccc(-c2[nH]ncc2CN2CCCOc3c(cccc3OC)C2)c(OC)c1 | 9 | -5 | 0.0 | -15 | 8 | -8 | 1 | 2 | -3
C/C(=N\NC(=O)c1nnn(-c2nonc2N)c1-c1ccc2c(c1)OCO2)c1cccs1 | -2 | 14 | 0.4 | 6 | -12 | -19 | 0 | -11 | -8
COc1ccccc1NC(=S)N(Cc1ccco1)Cc1cc2cc(C)ccc2[nH]c1=O | -28 | 2 | 1.6 | -8 | -6 | -6 | 2 | 8 | -3
COc1ccc(Br)cc1C(=O)Nc1ccc(NC(=O)c2ccco2)cc1 | -22 | 2 | 1.2 | -3 | -3 | -2 | 3 | -1 | -9
COC(=O)c1ccccc1S(=O)(=O)N1CCC(C(=O)NCc2ccccn2)CC1 | . | 0 | 0.2 | -4 | -3 | -4 | 2 | -5 | .
Cn1ncc2c(N3CCC(Cc4ccccc4)CC3)ncnc21 | 15 | -8 | 7.4 | 1 | 3 | 16 | 9 | -1 | -20

Sorted by number of heavy atoms (rising): three of the compounds above
SMILES | CHO parental Ca | CHRM1 PAM | M1 ag parental | CHRM1 agonist | M1 antag | CHO-K1 Ca antag | CHRM4 agonist | M4 antag | OXTR potentiate
NC(=O)C(=O)N/N=C/c1cccc(C(F)(F)F)c1 | 4 | 15 | 0.1 | -5 | -20 | -9 | 2 | 4 | -8
Cc1ccnc(NS(=O)(=O)c2ccc(NS(=O)(=O)c3cccs3)cc2)n1 | 3 | 7 | -0.1 | -2 | 2 | 0 | 0 | -4 | -2
COc1ccc(-c2[nH]ncc2CN2CCCOc3c(cccc3OC)C2)c(OC)c1 | 9 | -5 | 0.0 | -15 | 8 | -8 | 1 | 2 | -3

Back to the main list; the three compounds before the break are reprinted first.
SMILES | CHO parental Ca | CHRM1 PAM | M1 ag parental | CHRM1 agonist | M1 antag | CHO-K1 Ca antag | CHRM4 agonist | M4 antag | OXTR potentiate
COc1ccc(Br)cc1C(=O)Nc1ccc(NC(=O)c2ccco2)cc1 | -22 | 2 | 1.2 | -3 | -3 | -2 | 3 | -1 | -9
COC(=O)c1ccccc1S(=O)(=O)N1CCC(C(=O)NCc2ccccn2)CC1 | . | 0 | 0.2 | -4 | -3 | -4 | 2 | -5 | .
Cn1ncc2c(N3CCC(Cc4ccccc4)CC3)ncnc21 | 15 | -8 | 7.4 | 1 | 3 | 16 | 9 | -1 | -20
O=C(N/N=C/c1ccncc1)c1ccc(COc2cccc3cccnc23)cc1 | -13 | 5 | 3.7 | 2 | -4 | -12 | 13 | -3 | -20
COc1ccccc1Cc1c(-c2cccc(Cl)c2)nc2c(C)cc(Br)cn12 | . | . | -0.1 | . | . | 0 | 0 | -1 | .
N=c1sccn1CC(=O)NC(c1ccccc1)c1ccccc1 | -9 | 0 | 0.8 | -5 | 2 | -2 | 1 | 10 | -4
COc1ccc2nc3c(nc2c1)CCCC3 | -14 | 21 | 0.6 | -2 | -15 | 5 | 0 | 7 | -15
CN(C(=O)c1ccncc1)C1CCS(=O)(=O)C1 (stereo unspecified) | 2 | 6 | 0.8 | 1 | -7 | -22 | 0 | 7 | -8
CCN(C(=O)COC(=O)CCS(=O)(=O)c1ccc(C)cc1)C1CCS(=O)(=O)C1 (stereo unspecified) | -2 | 8 | 0.9 | -2 | -15 | -5 | 0 | 4 | -3
COc1c(C)cccc1C(=O)NC(=S)Nc1ccccc1N1CCCC1 | -38 | 0 | 0.2 | -4 | -9 | -2 | -1 | 2 | -9
COc1ccc(/C=C/C(=O)NCCCc2ccccc2)cc1 | -19 | 2 | -0.1 | 0 | 0 | -4 | 0 | 1 | -4
Cc1cccc(CN2C(=O)[C@@H]3Cc4c([nH]c5ccccc45)C(C)(C)N3C2=O)c1 | -15 | 15 | 1.8 | 7 | -6 | -11 | 5 | -4 | -10
CCC(O)CNC(=O)CCc1nnc(C2(c3ccc(Cl)cc3)CCC2)o1 (stereo unspecified) | -12 | 11 | 0.4 | -1 | -13 | -6 | 2 | -17 | 1
COc1ccc(CCNS(=O)(=O)c2cccc([N+](=O)[O-])c2)cc1 | 10 | 14 | 0.0 | 0 | -12 | -6 | 1 | -7 | -2
Cc1cc(Br)c2c(c1)C(O)(N1CCCCC1C)C(=O)N2 (stereo unspecified) | -4 | 3 | 1.0 | -6 | -9 | -6 | 0 | 1 | -1
CCCCn1c(N)c(N(CC(C)C)C(=O)C2CCCO2)c(=O)[nH]c1=O (stereo unspecified) | -13 | 12 | 0.8 | -1 | -20 | -17 | 0 | -10 | -5
O=C(Nc1ccc(Br)cc1F)c1nc[nH]c1C(=O)N1CCc2ccccc2C1 | . | 2 | 0.4 | -2 | 2 | 3 | 0 | -8 | .
COc1ccccc1N(CC(=O)NC1CCCC1)C(=O)CNC(=O)c1cccs1 | -8 | -1 | 1.2 | -4 | -4 | -12 | 2 | -6 | -2
CCOc1cc(C2C(C(=O)OC(C)C)=C(C)N=C3SCCC(=O)N32)ccc1OC(C)=O (stereo unspecified) | -7 | 3 | 1.1 | -2 | 2 | -12 | 1 | 1 | -6
CC(=O)c1cccc(NC(=O)C(C)OC(=O)CNC(=O)c2ccc(C)s2)c1 (stereo unspecified) | -8 | 11 | 1.3 | -3 | -16 | -17 | 1 | -2 | -2
